Bioassay records as filed in PubChem.
Hck-Nef inh = inhibitors of Nef-activated human Hck kinase, primary screen, biochemical, Z-Lyte FRET, 384-well, Hck-YEEI; Recombinant Hck-YEEI plus Nef, Z-Lyte FRET kinase assay; inhibition, % at 20 µM; Tyrosine-protein kinase HCK (Homo sapiens), P08631; 220,000 tested, 0.68% active;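 active means Hck-Nef kinase inhibition above about 50%, limit read from the data; inactive means inhibition below that limit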;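 further: 0% = DMSO with Hck plus Nef and 100% = Hck alone without Nef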
p97 inhibitor = inhibitors of human p97 ATPase, primary screen, biochemical; 220,000 tested, 0.42% active; recombinant p97 ATPase, Kinase-Glo ATP luminescence, 3 h; inhibition, % at 8 µM; Transitional endoplasmic reticulum ATPase (Homo sapiens), P55072; AID 1481, 2009; in the data active means inhibition above about 15%;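 further: 0% = DMSO vehicle and 100% = wells lacking enzyme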
NPY2 pot ag = NPY-Y2 potentiators or agonists, primary screen, cell-based; Neuropeptide Y receptor type 2 (Homo sapiens), P49146; cells expressing NPY-Y2, potentiator/agonist read-out; activation, % at 3.6 µM; 220,000 tested, 0.45% active; AID 1359, 2008; in the data active means activation above about 27%;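 further: cells stimulated with NPY near EC25 plus isoproterenol at EC100; 0% = vehicle plus submaximal agonist and 100% = vehicle plus saturating agonist; some results beyond the cut were filed as inactive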
Runt-CBFb FRET = inhibitors of RUNX1 Runt–CBFb binding, primary screen, biochemical, FRET, Cerulean-Runt, Venus-CBFb, uHTS; AID 1496, 2009; 220,000 tested, 0.46% active; Runt-related transcription factor 1 (Homo sapiens) + Core-binding factor subunit beta …; Cerulean-Runt/Venus-CBFb FRET ratio 530/480, 1 h; inhibition, % at 20 µM;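 active means inhibition over about 50% at 20 µM in the single-dose screen, limit read from the data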;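 further: 0% = DMSO wells and 100% = excess unlabeled CBFb competitor control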
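Buffer or medium: Tris pH 7.5 buffer with BSA. Assay system: Cerulean-labeled Runt domain protein. Amount: each fluorescent fusion protein 100 nM. Read-out basis: loss of energy transfer signal. Incubation: 1 h compound exposure, room temperature. Probe or stimulus: Venus-CBFb binding partner, 100 nM. Detection: FRET, excitation 422 nm, emission at 530 and 480 nm.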
NPY Y1 blocker = NPY-Y1 receptor antagonists, primary screen, cell-based; Neuropeptide Y receptor type 1 (Homo sapiens), P25929; HEK293-CNG Y1 cells, membrane potential fluorescence; NPY at EC95, then isoproterenol; 200,000 tested, 1% active; AID 1040, 2008; inhibition, % at 3.6 µM;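 active means inhibition above the campaign mean inhibition of all tested compounds plus 3 SD, cut at about 20% in these data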;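 further: 0% = DMSO wells given NPY plus isoproterenol and 100% = isoproterenol alone without NPY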
Target sequence (P25929 whole entry, looked up): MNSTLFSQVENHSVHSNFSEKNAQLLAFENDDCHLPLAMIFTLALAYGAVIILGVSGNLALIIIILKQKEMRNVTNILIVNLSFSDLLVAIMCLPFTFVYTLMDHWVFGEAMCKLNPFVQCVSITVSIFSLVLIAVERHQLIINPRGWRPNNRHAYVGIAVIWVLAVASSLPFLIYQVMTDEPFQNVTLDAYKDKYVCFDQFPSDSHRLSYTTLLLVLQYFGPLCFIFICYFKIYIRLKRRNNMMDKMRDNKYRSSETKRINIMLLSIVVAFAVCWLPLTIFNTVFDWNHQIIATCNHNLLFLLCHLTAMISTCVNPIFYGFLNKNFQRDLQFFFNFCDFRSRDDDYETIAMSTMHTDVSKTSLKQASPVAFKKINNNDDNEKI
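Benchmarks – high control isoproterenol alone, low control NPY with isoproterenol · Material – HEK293 Y1/CNG channel cell line · Times – dye 3 h, compound 60 min room temperature, stimulation 45 min · Probe or stimulus – NPY (25 nM), isoproterenol (1 µM), Ro 20-1724 (25 µM) · Evaluation – % inhibition of NPY effect · Signal – fluorescence, membrane potential probe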
RBBP9 inhibitor = human RBBP9 inhibitors, primary screen, biochemical, fluorescence polarization, FP-Rh probe, HTS. Serine hydrolase RBBP9 (Homo sapiens), O75884. recombinant RBBP9. inhibition, % at 7.94 µM. 220,000 tested, 0.2% active. AID 1515, 2009;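 active means inhibition above the campaign mean of all tested compounds plus 3 SD, cut at about 14% in these data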;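 further: plate controls were DMSO wells with RBBP9 for no effect and wells lacking RBBP9 protein for full effect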
Target sequence (O75884 whole entry, looked up): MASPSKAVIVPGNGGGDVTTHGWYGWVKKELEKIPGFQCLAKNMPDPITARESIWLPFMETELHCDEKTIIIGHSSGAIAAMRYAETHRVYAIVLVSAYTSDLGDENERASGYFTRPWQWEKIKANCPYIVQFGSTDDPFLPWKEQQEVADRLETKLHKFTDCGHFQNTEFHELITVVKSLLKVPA
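System: RBBP9 protein / Quantity: 2.5 µM RBBP9 dispensing solution, before mixing / Also added: Serine-hydrolase probe FP-Rh, 375 nM pre-mixing / Dosing: 7.94 µM single dose, 0.794% DMSO / Timing: enzyme-compound preincubation 30 min, then probe labeling 45 min, 25 °C / Signal: FP readout at 525/598 nm / Controls: DMSO-treated enzyme wells and wells lacking RBBP9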
Mdm2 ligase inh = MDM2-luciferase reporter signal enhancers, primary screen, MDM2 E3 ligase inhibitor project, cell-based, luminescence, 1536-well. 210,000 tested, 0.11% active. signal enhancement, % at 5 µM. E3 ubiquitin-protein ligase Mdm2 (Homo sapiens), Q00987. cell-based MDM2 ubiquitination luciferase reporter, 2 h; 0 = plate control, 100 = twice control, blank-subtracted;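 active means signal enhancement of 30% or more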;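 further: luminescence tracks abundance of the self-degrading MDM2-luciferase fusion protein; higher signal means inhibition of MDM2 E3 ligase activity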
Target sequence (Q00987 whole entry, looked up, the tested form may be a part): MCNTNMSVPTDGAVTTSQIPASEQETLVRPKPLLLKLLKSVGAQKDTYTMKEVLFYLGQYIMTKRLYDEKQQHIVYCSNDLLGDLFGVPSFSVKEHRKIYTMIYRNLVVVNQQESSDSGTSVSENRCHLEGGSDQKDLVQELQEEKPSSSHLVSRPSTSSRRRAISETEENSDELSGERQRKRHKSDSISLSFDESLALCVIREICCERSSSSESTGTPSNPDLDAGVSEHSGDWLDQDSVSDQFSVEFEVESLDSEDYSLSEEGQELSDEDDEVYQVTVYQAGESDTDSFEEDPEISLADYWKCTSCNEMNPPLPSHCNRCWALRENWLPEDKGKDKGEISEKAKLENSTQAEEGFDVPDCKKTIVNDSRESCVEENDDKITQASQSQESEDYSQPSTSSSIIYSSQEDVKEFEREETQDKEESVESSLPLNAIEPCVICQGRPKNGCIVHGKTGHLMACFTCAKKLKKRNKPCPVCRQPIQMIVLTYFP
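Material: stable MDM2–luciferase fusion reporter cells / Quantity: 2000 cells/well / Dosing: single 5 µM compound dose, 0.2% final DMSO / Buffer or medium: DMEM / Schedule: 4 h cell settling then 2 h compound exposure, 37 °C / Detection: luminescence with SteadyLite reagent, 15 min at room temperature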
Runt-SMMHC FRET = inhibitors of RUNX1 Runt–CBFb-SMMHC binding, primary screen, biochemical, FRET, Cerulean-Runt, Venus-CBFb-SMMHC, uHTS. Cerulean-Runt/Venus-CBFb-SMMHC FRET ratio 530/480, 1 h. inhibition, % at 20 µM. 220,000 tested, 0.74% active. AID 1434, 2008;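 active means mean inhibition across duplicate retests at 20 µM reaching about 50%, limit read from the data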;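 further: 0% = DMSO wells and 100% = wells with excess untagged CBFb-SMMHC; inhibitors lower the FRET ratio by blocking Runt binding to CBFb-SMMHC; some results filed as inactive read as strong as hits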
NPY-Y1 PAM-ag = NPY-Y1 receptor potentiators or agonists, primary screen, cell-based; Neuropeptide Y receptor type 1 (Homo sapiens), P25929; NPY-Y1 expressing cells, potentiator/agonist activation; activation, % at 3.6 µM; 220,000 tested, 0.37% active; AID 1304, 2008; in the data active means activation above about 33%, passing the limit was not always enough;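 further: cells stimulated with NPY at EC10 then isoproterenol at EC100; 0% = low agonist plus stimulus and 100% = saturating agonist plus stimulus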
The depositor's hits bear a star; / = no result given.

SMILES	Hck-Nef inh	p97 inhibitor	NPY2 pot ag	Runt-CBFb FRET	NPY Y1 blocker	RBBP9 inhibitor	Mdm2 ligase inh	Runt-SMMHC FRET	NPY-Y1 PAM-ag
COc1ccc(CNC(=O)Cn2cnc3c(=O)n(C)c(=O)n(C)c32)cc1	-5	3	13	0	2	1	-6	-6	-21
c1ccc(N2CCN(c3nc4ccccc4[nH]3)CC2)nc1	15	2	5	0	0	3	-14	-3	8
COc1ccc(CC(=O)NNC(=O)CSc2nnc(Cc3ccc(OC)cc3)n2-c2ccccc2)cc1	3	6	2	-2	3	-2	-2	-2	-11
Cc1cc(C)cc(NC(=O)CSc2nc(CSc3ccc(Cl)cc3)cc(=O)[nH]2)c1	8	-1	7	-1	/	1	-8	-4	8
CC1(C)CNC(=O)CC(C)(C)N1O	0	0	-13	0	4	-12	-10	1	0
COc1ccc(-c2cc(C(=O)Nc3cccc(C(C)=O)c3)no2)cc1	11	4	-2	14	-2	-1	-19	1	13
CC(C)c1nc(Cl)c(C#N)c2c1COC(C)(C)C2	20	2	-12	0	/	-3	-8	0	-3
Cc1cc(-c2nnc(SCC(=O)Nc3ccccn3)o2)no1	15	-7	-13	0	-1	3	-13	1	-1
CC(C)Cn1c(CNC(=O)c2ccccc2)nc2ccccc21	2	-6	4	-4	1	-10	-17	1	-6
CCn1cnc2sc(C(=O)Nc3ccc4c(c3)OCO4)c(C)c2c1=O	9	5	11	0	1	-9	-2	-1	-10
CCn1c(SCC(=O)Nc2nc3ccc(OC)cc3s2)nc2c1c(=O)n(C)c(=O)n2C	10	2	0	0	-1	-6	21	-3	-10
COc1ccccc1Oc1nc([N+](=O)[O-])nn1CC(N)=O	6	3	-1	2	-1	-9	-8	-3	1
COc1ccc(-c2csc(NC(=O)c3ccccc3NS(=O)(=O)c3ccc(C)cc3)n2)cc1	2	-6	65*	-5	-8	1	-18	-3	36
COc1ccc(/C=C2\N=C(c3c(-c4ccccc4)noc3C)OC2=O)cc1OC	2	0	14	-2	3	7	-11	-31	2
CCOc1cccc(Oc2ccc(C(F)(F)F)cn2)c1	1	3	-1	-1	6	-1	-4	1	11
Cc1ccc(C)c(N/C=C(\C#N)c2nc3ccccc3o2)c1	2	-1	-15	/	2	1	/	/	-18
CCOC(=O)c1[nH]cc(-c2ccccc2)c1N1CCOCC1	8	3	11	32	-3	3	12	2	13
CN(c1ccccc1)S(=O)(=O)c1cccc(NC(=O)C2CC(=O)N(Cc3ccccc3)C2)c1 (configuration not stated)	25	-1	-38	0	/	5	/	-3	14
CCCCCCc1c(O)c2ccccc2[nH]c1=O	2	0	-3	2	3	-5	-18	2	-6
Cc1cc(C(F)(F)F)c(C#N)c(SCC(=O)Nc2nc3ccccc3s2)n1	-3	4	3	-5	7	-11	-7	6	27
O=C(CS(=O)(=O)c1c[nH]c2ccccc12)N1CCCCC1	0	-5	-8	-1	0	-4	-11	3	-4
CC1=CCC(C(=O)O)(C(=O)N/N=C/c2cccs2)C(c2ccc(Cl)cc2)C1 (configuration not stated)	-2	-2	-20	2	-1	2	-24	7	-12
CCOc1ccc(S(=O)(=O)N2CCN(C)CC2)c(C)c1C	4	1	2	-2	3	3	-18	-1	1
CCN=C1S/C(=C\c2ccc(-c3cccc(C(=O)O)c3)o2)C(=O)N1CC	32	6	-10	32	-3	2	-1	40	5
O=C(C[n+]1ccccc1)N1c2ccccc2Sc2ccccc21	12	-2	-17	-1	6	0	8	3	-1
NC1=NS(=O)(=O)NC1c1ccc(Br)cc1 (configuration not stated)	2	2	9	0	-2	0	-5	4	4
O=C(C[n+]1cnn(CC(=O)c2ccc(Cl)cc2Cl)c1)c1ccc([N+](=O)[O-])cc1	-1	17*	-10	0	1	-6	-9	0	1
CCOC(=O)c1c(C)[nH]c(C)c1C(=O)CSc1nc2ccccc2c(=O)n1-c1ccccc1C	-2	-1	-4	-1	12	-10	2	4	-20
COc1cccc(OC)c1OCCCc1c(C)n[nH]c1C	1	-5	-2	-2	5	3	-1	3	-16
O=C(Nc1cc(C(F)(F)F)ccc1Cl)C1CCN(c2nnc(-n3cccc3)s2)CC1	-15	3	-14	-2	-2	-8	0	-10	-5
O=c1c(Cl)c(NCCO)cnn1-c1cccc(Cl)c1	-1	0	10	0	3	0	-8	0	20
CCc1c(C(=O)Nc2ccc(OC)cc2)[nH]c(C)c1C(C)=O	2	5	16	2	-7	-3	16	2	-10
CSc1nsc(SCC(=O)Nc2ccc3c(c2)OCCO3)n1	0	-1	-13	1	18	-6	1	-3	-35
CCSc1nnc(NC(=O)CC)s1	-1	2	0	2	-2	-10	-7	0	3
COc1ccc(N2C(=O)C3CCCN3C2c2cccc(C)c2)cc1Cl (configuration not stated)	0	1	-8	2	5	-3	-5	-5	-14
O=S(=O)(c1ccc(Cl)cc1)N1c2ccccc2Oc2nc3ccccc3nc21	3	0	10	-5	4	0	/	10	-12
Cc1ccc(C(=O)NCC(C)(C)N2CCOCC2)s1	4	-1	-6	3	-1	10	-13	-4	-7
Cc1cc(Nc2ccccc2)n(C(=O)c2ccc(Cl)cc2)n1	11	3	8	-4	1	-4	1	-6	-6
Cc1cc(S(=O)(=O)Nc2ccc(C(=O)N3CCN(C(=O)c4ccco4)CC3)cc2)ccc1F	-10	2	3	2	-2	-1	-17	-4	11
Cc1ccc(CSc2nnc(SCC(=O)N/N=C/c3c[nH]c4ccccc34)s2)cc1	38	-3	6	/	2	-7	-89	-47	-10
CCOc1ccc(CCNC(=O)CCc2c(C)nc3ncnn3c2C)cc1OCC	0	3	-5	-1	-3	-5	-15	-6	13
CCOC(=O)Cn1c(=O)oc2cc(S(=O)(=O)Nc3c(C)cc(C)cc3C)ccc21	-1	-12	24	2	-8	-8	-14	1	38*
COC(=O)c1cnn(-c2ccccc2)c1/C=N/NC(=S)Nc1ccccc1	6	-2	3	-1	/	-5	-20	1	-22
CCOC(=O)c1ccc(-n2c(CC)nc3ccccc3c2=O)cc1	16	6	5	0	8	1	-19	-2	9
Cc1cc(C(=O)N/N=C/c2cc(Br)cc([N+](=O)[O-])c2O)c2ccccc2n1	-32	-3	-6	-6	2	-7	-12	-11	-7
CCCc1nnc(SCc2ccc(C(=O)OC)o2)n1N	5	1	0	0	6	3	-17	-8	-3
CCS(=O)(=O)Nc1cccc(-c2cc(-c3ccccc3)c3cc(C)ccc3n2)c1	2	-1	-10	1	-1	-27	-4	-8	-10
Cc1ccc(CC(CC(=O)O)C(=O)NCc2ccccc2)cc1 (configuration not stated)	3	1	-8	1	8	-7	-6	1	-24
CCOC(=O)c1c(NC(=O)CNC2CCCc3ccccc32)sc(C(N)=O)c1C (configuration not stated)	14	4	-15	-3	7	3	-5	0	-13
FC(F)(F)c1cnc(C(c2ccccn2)c2ncn[nH]2)c(Cl)c1 (configuration not stated)	2	0	10	0	2	-8	1	3	-1
Oc1cc(NCc2cccnc2)ccc1-c1nc2ccccc2o1	1	3	14	0	-8	5	-12	-2	17
CCOc1cc(S(=O)(=O)N2CCC(Cc3ccccc3)CC2)c(OCC)cc1-n1cnnn1	-1	0	6	-1	1	-4	-8	-9	4
O=C(CCN1C(=O)c2ccccc2S1(=O)=O)NCc1ccco1	-28	-2	7	0	-3	0	-17	-3	-9
COc1ccccc1-c1cc(C(=O)Nc2cccnc2)no1	5	0	-22	-3	17	0	-14	0	-13
Cc1cc(Cl)c(S(=O)(=O)NC(C(=O)O)c2ccccc2)cc1OCC(N)=O (configuration not stated)	-10	0	28	0	1	12	-6	2	14
O=C(COc1cccc2ccccc12)N/N=C/c1ccncc1	12	2	-4	-1	3	-3	3	-3	-6
CNc1nc(-c2ccccc2)nc(-c2ccccc2)c1C#N	-2	0	-5	1	-2	-8	-8	0	-1
C=CCn1c(=O)/c(=C/c2ccc(O)cc2)s/c1=C(/C#N)c1nnc2n1CCCCC2	-4	-2	-9	-131	3	7	/	-101	-14
O=C(CN(c1ccccc1)S(=O)(=O)c1ccccc1[N+](=O)[O-])NN=C1CCCCCCC1	0	-2	6	-2	4	-10	-3	0	4
COc1nc(/C(N)=N/O)nc(N2CCCCC2)n1	0	0	-4	-2	0	-2	-15	3	2
Additional compounds follow:
SMILES	Hck-Nef inh	p97 inhibitor	NPY2 pot ag	Runt-CBFb FRET	NPY Y1 blocker	RBBP9 inhibitor	Mdm2 ligase inh	Runt-SMMHC FRET	NPY-Y1 PAM-ag
CCOc1[nH]n(-c2ccc(Cl)cc2)c(=O)c1C=NCc1cccnc1	19	1	8	-5	1	-10	-2	-3	10
CC(C)OP(=O)(OC(C)C)C(NC(=O)c1ccccc1)C(N)=O (configuration not stated)	7	4	-6	0	/	-4	-14	-2	-1
NC(=O)[C@@H]1CCCCNc2c(I)cc([N+](=O)[O-])cc2C(=O)N[C@@H](CCC(=O)O)C(=O)N[C@@H](CO)C(=O)N1	3	7	10	0	0	-6	/	-1	-7
COc1cc(NC(=S)Nc2cccc(Cl)c2Cl)c(OC)cc1Cl	1	-1	-9	15	1	-3	-8	1	-19
CCOC(=O)C1C(=O)N(C(=O)c2cncc(Br)c2)CC1c1ccccc1 (configuration not stated)	-2	7	11	-3	-9	-1	-10	-2	21

Results in p97 inhibitor, NPY2 pot ag and NPY-Y1 PAM-ag (two entries from above):
structure	p97 inhibitor	NPY2 pot ag	NPY-Y1 PAM-ag
O=C(CS(=O)(=O)c1c[nH]c2ccccc12)N1CCCCC1	-5	-8	-4
CC1=CCC(C(=O)O)(C(=O)N/N=C/c2cccs2)C(c2ccc(Cl)cc2)C1 (configuration not stated)	-2	-20	-12

Compounds as they come; overall some 3.5% were active at least once.
